# High-throughput results (PubChem)
# Tb PGK inh – blocks T. brucei phosphoglycerate kinase. Potency, µM (series often up to 57.5 µM), for the others: at the top dose activity change, negative = inhibition, actives largely listed as inhibitors. P07378. 0.043% of 380,000 active. PGK/GAPDH coupled, Kinase-Glo luminescence, 60 min; note: potency is the fitted concentration of half-maximal effect; % is set by controls: 0 for no effect and ±100 for the full control effect; nearly all actives have a fitted effect of over 60% in size
#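 Luminescent ATP detection (Kinase-Glo Plus) follows a 60-minute room-temperature incubation, with wells lacking PGK as controls. Buffer: 100 mM TEA (pH 7.6), 5 mM MgCl2, 0.01% Tween-20. Coupling enzyme GAPDH (100 nM final) supplies unstable 1,3-BPG in-well.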
# Pin1 inhibitor – blocks the human prolyl isomerase Pin1. Q13526. 0.009% of 390,000 active. Potency, µM (titrated, usually from 115 µM), for the others: top-dose activity, negative = inhibition, usual class: inhibitors. AID 504891. Pin1 FP peptide displacement, HiFluor488, 10 min; active = well fitted inhibition curve with a large enough effect in the polarisation, with a control signal flat, not every such curve was filed as active; inconclusive = small, poorly fitted or top-dose-only effect, or effect the other way, or a change in a side signal; inactive = no such curve, though single readings can be large or run the other way; the % refers to the polarisation; note: potency is the fitted concentration of half-maximal effect; % is set by controls: 0 for no effect and ±100 for the full control effect
# Target sequence (Q13526 whole entry, looked up): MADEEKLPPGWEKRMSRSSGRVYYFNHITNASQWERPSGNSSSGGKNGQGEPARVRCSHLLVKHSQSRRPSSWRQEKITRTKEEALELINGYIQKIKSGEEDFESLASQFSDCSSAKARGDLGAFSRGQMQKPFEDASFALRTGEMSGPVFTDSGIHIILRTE
# PI4K2A block – inhibitors of human PI4K2A; activity change, negative = inhibition, % at 76.9 µM; AID 1346378; 0.13% of 420,000 active; Q9BTU6; purified PI4K2A, ADP-Glo luminescence, 1 h; stronger effect = lower value; in the data active = activity change below about -50%; inconclusive = mostly about -30% to -49%;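 note: -100% = wells without enzyme as full effect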
#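 Compounds are screened against recombinant PI4K2A using PI as substrate and ATP, the latter dispensed at 300 microM. Reactions run one hour at ambient temperature before ADP-Glo detection; full inhibition defined by wells lacking enzyme.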
# USP1 inh – USP1/UAF1 (human) deubiquitinase inhibition; O94782; recombinant USP1/UAF1, Ub-Rhodamine cleavage fluorescence; Potency, µM (series often up to 57.1 µM), for inactives: top-dose activity change, negative = inhibition, usual class: inhibitors; 0.23% of 390,000 active; AID 743255; note: potency is the fitted concentration of half-maximal effect; % is set by controls: 0 for no effect and ±100 for the full control effect; nearly all actives have a fitted effect of over 60% in size; inactives centre near -12
# Target sequence (O94782 whole entry, looked up): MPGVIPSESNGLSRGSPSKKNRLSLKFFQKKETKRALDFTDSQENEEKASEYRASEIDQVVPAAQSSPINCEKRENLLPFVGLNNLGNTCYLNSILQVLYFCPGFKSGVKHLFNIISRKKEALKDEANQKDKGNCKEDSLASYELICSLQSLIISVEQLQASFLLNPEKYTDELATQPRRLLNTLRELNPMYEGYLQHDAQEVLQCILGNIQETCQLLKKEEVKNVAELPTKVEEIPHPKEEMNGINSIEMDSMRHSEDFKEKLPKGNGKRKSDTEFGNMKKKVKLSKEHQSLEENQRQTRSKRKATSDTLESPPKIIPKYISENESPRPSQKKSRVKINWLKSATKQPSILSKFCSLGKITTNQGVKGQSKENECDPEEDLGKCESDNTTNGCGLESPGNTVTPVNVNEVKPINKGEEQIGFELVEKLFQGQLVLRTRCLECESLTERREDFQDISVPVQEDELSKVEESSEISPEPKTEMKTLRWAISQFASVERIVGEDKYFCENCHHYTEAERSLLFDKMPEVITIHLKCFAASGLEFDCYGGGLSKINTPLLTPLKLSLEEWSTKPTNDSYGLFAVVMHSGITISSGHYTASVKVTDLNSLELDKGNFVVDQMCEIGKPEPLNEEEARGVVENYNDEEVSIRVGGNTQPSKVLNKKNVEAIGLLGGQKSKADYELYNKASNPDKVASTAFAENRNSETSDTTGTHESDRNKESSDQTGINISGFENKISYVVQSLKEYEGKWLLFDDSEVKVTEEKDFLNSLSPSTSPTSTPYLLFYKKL
#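 Step one: compound is pinned into 1nM USP1/UAF1 in HEPES pH 7.8 buffer with TCEP. Step two: 15 min room-temperature incubation. Step three: Ub-Rho (150nM final) starts cleavage, tracked by fluorescence over six one-minute reads.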
# IDH1 R132H inh – blocks human mutant IDH1 R132H enzyme. 0.093% of 390,000 active. IDH1-R132H enzyme, NADPH consumption, diaphorase/resazurin fluorescence. Potency, µM (doses to about 76.6 µM), inactives show top-dose activity change, negative = inhibition, most hits filed as inhibitors; note: potency is the fitted concentration of half-maximal effect; % is set by controls: 0 for no effect and ±100 for the full control effect; nearly all actives have a fitted effect of over 65% in size
#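 IDH1-R132H (0.5 ug/mL dispensed) in pH 7.5 Tris buffer was preincubated 30 min with compound, then given a substrate mix of 0.016 mM NADPH and 2 mM alpha-KG for 80 min at room temperature; remaining NADPH was read by diaphorase/resazurin fluorescence.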
# GLS inh – inhibitors of human glutaminase (GLS); Potency, µM (doses to about 45.5 µM), without a hit: top-dose activity change, negative = inhibition, usual class: inhibitors; O94925; 0.21% of 410,000 active; GLS enzymatic activity, qHTS titration; note: potency is the fitted concentration of half-maximal effect; % is set by controls: 0 for no effect and ±100 for the full control effect
#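 Coupled fluorescence readout: glutamate oxidase/HRP/Amplex Red detect glutamate formed by hKGA from L-glutamine (1 mM solution added). Buffer 45 mM KH2PO4 pH 8.2, 0.02% Tween-20; reads at t0 and 30 min RT.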
# TrxR1 substrate – rat thioredoxin reductase 1 substrate activity; Potency, µM (highest dose often 114 µM), for the others: at the highest dose activity change, negative = substrate turnover; AID 588456; 0.01% of 390,000 active; O89049; purified TrxR1 substrate turnover, NADPH consumption readout; note: potency is the fitted concentration of half-maximal effect; % is set by controls: 0 for no effect and ±100 for the full control effect; nearly all actives have a fitted effect of over 50% in size
#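 Rat TrxR1, dispensed at 90 nM, was prereduced with 400 uM NADPH (final) for 5 min at ~22 deg C, then incubated with compound 15 min before 400 uM selenite. A first-read NADPH fluorescence drop versus no-compound background flagged substrates.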
# HP1b chromo inh – inhibitors of HP1-beta chromodomain binding to methylated histone tails; P83916; AlphaScreen HP1-beta / biotin-H3K9me3 peptide binding; Potency, µM (titrated, usually from 114 µM), for the others: top-dose activity change, negative = inhibition, actives largely listed as inhibitors; 0.56% of 390,000 active; AID 540317; note: potency is the fitted concentration of half-maximal effect; nearly all actives have a fitted effect of over 70% in size; inactives centre near 23
#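 HP1-beta protein (50 nM final) preincubated 30 min at room temperature with biotinylated H3(1-18)K9me3 peptide (50 nM) in PBS pH 7.4, 0.01% Tween-20, then compound added for 30 min. AlphaScreen streptavidin donor/nickel chelate acceptor beads (10 ug/mL final), 30 min dark, luminescence read.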
# rTrxR1 inhibitor – rat TrxR1 inhibition | O89049 | recombinant rTrxR1, NADPH fluorescence consumption, selenite substrate | Potency, µM (titrated, usually from 114 µM), without a hit: at the highest dose activity change, negative = inhibition, most hits filed as inhibitors | 1% of 390,000 active | AID 588453; note: potency is the fitted concentration of half-maximal effect; % is set by controls: 0 for no effect and ±100 for the full control effect; nearly all actives have a fitted effect of over 65% in size
#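 Rat TrxR1 (90 nM in the dispensed reagent) was pre-reduced with 400 uM NADPH for 5 min at room temperature, then incubated with compound for 15 min. After 400 uM selenite was added, NADPH fluorescence (Ex 340/Em 450 nm) was followed for 8 min.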
# * = called active by the depositor; i = inactive; ? = inconclusive; nt = no result given; & = joins results of further samples; [ ] = remark or other dose. Unless noted, calls come from the whole dose curve; as a rule, active = well fitted curve in the direction sought with a large enough effect; inconclusive = small, poorly fitted or top-dose-only effect, or another doubt; inactive = no such curve, though single readings can be large; an effect the other way counts as inactive or inconclusive. Not all compounds are listed, so the mix of outcomes need not match the whole.
SMILES,Tb PGK inh,Pin1 inhibitor,PI4K2A block,USP1 inh,IDH1 R132H inh,GLS inh,TrxR1 substrate,HP1b chromo inh,rTrxR1 inhibitor
COc1ccc(N2CCN(C3CCCN(C(=O)CN4CCCCC4=O)C3)CC2)cc1 (configuration not stated),0%,-4%,3,-7%,-5%,7%,3%,20%,9%
COc1ccccc1NC(=O)C(C)N(C)CCOc1ccccc1 (configuration not stated),-8%,-4%,-5,-24%,5%,-2%,-9%,88%[activator],-13%
Cc1ccc(NC(=S)NNC(=O)Cn2nc(C(F)F)cc2C(F)F)cc1,-9%,4%,1,-3%,4%,10%,-5%,36%,?
Nc1ccc2c(c1)C(=NO)c1cc([N+](=O)[O-])ccc1-2,-3%,55%[activator],1,-7%,-10%,-1%,-1%,?,4%
NCCSc1c(-c2ccccc2)[nH]c2ccccc12,11%,3%,-1,1%,1%,10%,22%[57.1 µM],15%,6%[57.1 µM]
CCOC(=O)C1=C(COC(=O)/C=C/c2ccccc2F)NC(=O)NC1C (configuration not stated),-6%,7%,1,-3%,4%,0%,3%,42%[activator],6%
COc1cc(S(=O)(=O)Nc2ccc(C)cc2)ccc1N=Cc1c(C)[nH]n(-c2ccccc2)c1=O,4%,8%,2,-1%,-3%,2%,-3%,-5%,7%
COC(=O)CCC(=O)OC,0%,-2%,-1,20%,-5%,4%,-9%,16%,-2%
CCOc1ccc(NC(=O)COC(=O)Cc2ccc(S(=O)(=O)N3CCOCC3)s2)cc1,-2%,15%,-1,?,-4%,0%,-1%,8%,-11%
Cc1ccc(-c2noc(-c3ccccc3C(=O)N3CCN(C)CC3)n2)cc1,-2%,-5%,-5,-12%,2%,8%,8%[57.1 µM],23%,9%[57.1 µM]
CCOc1ccc(OCC(=O)Nc2nccs2)cc1,?,1%,-86*,-25%,12%,-7%,-2%[57.1 µM],35%,8%[57.1 µM]
Cc1ccnc(NC(=O)CCC(=O)N(CC(=O)NC(C)(C)C)c2ccc3c(c2)OCCO3)c1,-7%,-4%,-2,-18%,2%,-4%,4%[57.1 µM],16%,25%[57.1 µM]
COc1cc(NS(=O)(=O)c2ccc(C)cc2)ccc1-n1cnnn1,nt,-18%,-4,-7%,2%,2%,5%,25%,18%
COC(=O)c1cnc2c(c(C)nn2C)c1OC,-9%,1%,-8,-15%,8%,-22%,-4%[57.1 µM],14%,19%
O=S(=O)(N[C@H](CO)Cc1ccccc1)c1ccc(Br)cc1F,1%,0%,0,-17%,-5%,3%,-5%,20%,-3%
CCCCN1CNC(=S)N(c2cc(C)ccc2C)C1,-8%,3%,0,-14%,1%,-4%,9%[57.1 µM],25%,4%[57.1 µM]
C=CCN=C1CCCc2c1[nH]c1ccc(C)cc21,-13%,3%,-3,-4%,5%,-11%,14%,23%,25%
Cc1noc(C)c1S(=O)(=O)Nc1cccc(CO)c1,7%,3%,-1,-4%,0%,8%,-3%,26%,-2%
CCc1ccccc1N(C)C(=O)c1cc2c(Cl)nc3ccc(C)cc3c2s1,1%,-2%,-1,-2%,9%,-1%,7%,70%[activator],12%
O=C(NC(=S)N1CCCCC1c1cccnc1)c1ccc(Br)cc1 (configuration not stated),10%,-2%,3,-16%,0%,-1%,4%,35%,20%

# Copied from the list.
# COC(=O)c1cnc2c(c(C)nn2C)c1OC @ rTrxR1 inhibitor: 19%
# COC(=O)CCC(=O)OC @ GLS inh: 4%

# More structures:
SMILES,Tb PGK inh,Pin1 inhibitor,PI4K2A block,USP1 inh,IDH1 R132H inh,GLS inh,TrxR1 substrate,HP1b chromo inh,rTrxR1 inhibitor
CCn1c(=O)c(=O)[nH]c2cc(C(=O)NCc3ccc(F)cc3)ccc21,-4%,9%,-3,?,-6%,1%,10%,14%,24%
COc1ccc(Nc2ncc(C(=O)Nc3cccc(OC)c3)c3ccccc23)cc1,i,15%,-2,-22%,28%,0%,-5%,44%[activator],-3%
OC(COc1ccc(F)cc1)CN1CCN(CC(O)COc2ccc(F)cc2)CC1 (configuration not stated),-10%,1%,-12,-15%,1%,8%,4%,66%[activator],16%
Cc1ccc(S(=O)(=O)CCC(=O)OCC(=O)Nc2cc(C)on2)cc1,3%,-4%,-3,-24%,-1%,6%,1%,15%,-21%
CCOC(=O)c1ccc(NC(=O)c2cc3c(C)nn(-c4ccccc4Cl)c3s2)s1,-1%,1%,7,-15%,5%,-4%,20%,52%[activator],14%
O=C(Nc1ccccc1)Nc1ccc(Cl)c([N+](=O)[O-])c1,-5%,0%,-2,-4%,4%,-1%,9%,28%,42%[activator]
O=C(CCCN1C(=O)c2ccccc2C1=O)Nc1ccccc1,5%,4%,-2,-2%,2%,3%,3%[57.1 µM],7%,-4%[57.1 µM]
COc1cccc(-n2c(=O)c3c4c(sc3n(Cc3ccccc3C#N)c2=O)CCCC4)c1,-10%,4%,7,-15%,2%,-6%,1%,38%[activator],18%
Cc1ccc(OCCCCn2c(CCNC(=O)C3CCCCC3)nc3ccccc32)cc1,nt,-1%,nt,nt,nt,nt,-5%,12%[57 µM],0%
O=C(CCSc1ccc(F)cc1)Nc1ccc(-n2cnnn2)cc1,7%,7%,0,-8%,12%,0%,6%,28%,12%
Cc1ccc(C(=O)CSC2=NC(N)=C(C#N)C3(CCCCC3)C2C(N)=O)cc1 (configuration not stated),-5%,0%,-1,?,-2%,nt,-8%,?,-28%
O=C(Nc1ccnc(-c2cccnc2)n1)c1ccc(Cl)cc1,-8%,13%,-2,-13%,-2%,-5%,12%[57.1 µM],41%[activator],-17%
CC(C)CCn1c(=O)c2c(nc3n2CCCN3Cc2ccccc2)n(C)c1=O,1%,?,-2,-11%,-10%,-5%,-6%,-8%,12%[57.1 µM]
Cc1ccc(Nc2cc(=O)[nH]c(=O)[nH]2)cc1C,-1%&-4%,-2%&-3%,2&6,-12%&-25%,13%&-6%,0%&5%,-1%&0%,35%&36%,41%&42%[activator]
NC(=O)CC(NC(=O)Cc1ccc(Br)cc1)c1ccc(N2CCC(N3CCCCC3)CC2)c([N+](=O)[O-])c1 (configuration not stated),9%,1%,0,-18%,-3%,0%,10%,25%,22%
COc1ccc(/C=C2\Oc3cc(OCC(=O)N4CC(O)C[C@H]4C(=O)O)ccc3C2=O)c(OC)c1OC (some centres not stated),-5%,?,-3,7%,-3%,10%,?,1%,?
NC1=NC(=O)/C(=C/c2ccsc2)S1,11%,10%,-18,-11%,10%,7%,-1%[57.1 µM],14%,-2%[57.1 µM]
O=C(Cc1ccc([N+](=O)[O-])cc1)Oc1ccccc1,3%,0%,7,2%,0%,4%,0%[2.29 µM],1%[57 µM],-7%[2.29 µM]
CCCNc1ccc(S(=O)(=O)N(C(C)C)C(C)C)cn1,i,8%,1,-14%,4%,1%,-6%[57.1 µM],35%,14%[57.1 µM]
CCCCN1C(=O)C(CC(=O)NCCCCc2ccccc2)CC(C(=O)N(C(C)C)C(C)C)=C1C (configuration not stated),2%,nt,1,2%,10%,-2%,nt,nt,nt
O=C(Nc1cc(Cl)ccc1-n1cncn1)C1CC1,i,2%,-3,-17%,16%,-6%,6%[57.1 µM],31%,17%[57.1 µM]
O=C(O)C(Oc1ccc2c(c1)oc(=O)c1ccccc12)c1ccccc1 (configuration not stated),-10%,5%,10,-12%,2%,-5%,246%[activator],25%,?
Cc1nc(SCC(=O)NC2CCS(=O)(=O)C2)c(C#N)c(C)c1C (configuration not stated),-2%,-3%,-1,-21%,4%,-6%,6%,45%[activator],25%
CN(CCNC(=O)c1cn(C)c2ccc(S(=O)(=O)N(C)C)cc2c1=O)CCc1ccccc1,i,-5%,1,-4%,-4%,9%,7%[57.1 µM],21%,13%[57.1 µM]
COCC1CCCN(Cc2nc(C(c3ccccc3)c3ccccc3)no2)C1 (configuration not stated),i,9%,5,-4%,0%,-1%,-8%,14%[57 µM],-9%
O=C(Nc1cccn(Cc2c(F)cccc2Cl)c1=O)NC1CCCCC1,-8%,1%,-3,-1%,-1%,0%,0%,11%,14%
CCn1c(C)[n+](CC)c2ccc(S(=O)(=O)N(C)C)cc21,-9%,0%,-1,-5%,-9%,6%,-1%[57.1 µM],24%,4%[57.1 µM]
CCCC(=O)Nc1cc(-c2nnc(OC)c3ccccc23)ccc1N1CCOCC1,7%,-4%,0,-7%,0%,17%,7%[57.1 µM],15%,1%[57.1 µM]
Cc1ccc(Oc2ccccc2NC(=O)CN2C(=O)NC3(CCCC3)C2=O)cc1,-6%,2%,-8,-17%,2%,1%,8%,6%,33%[activator]
COc1ccccc1-n1ccnc(SCC(=O)NCc2ccccc2)c1=O,-3%,-12%,-7,-17%,4%,-4%,-7%,44%[activator],0%
O=C(/C=C/c1ccccc1)N(Cc1ccc(Cl)cc1)C1CCS(=O)(=O)C1 (configuration not stated),-12%,-6%,-1,-14%,0%,6%,-2%[57.1 µM],13%,-9%[57.1 µM]
